TRPC4 inh: TRPC4 (mouse) channel inhibition; HEK293 TRPC4beta/mu-opioid, DAMGO-evoked Fluo4 calcium flux; stronger effect = lower value; Q9QUQ5; AID 2247; actives 0.39% (n = 300,000); B-score at 10 µM;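 active = B-score over 3 SD under the library average, no early fluorescence shift, positive overall ratio signal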
Target sequence (Q9QUQ5 whole entry, looked up): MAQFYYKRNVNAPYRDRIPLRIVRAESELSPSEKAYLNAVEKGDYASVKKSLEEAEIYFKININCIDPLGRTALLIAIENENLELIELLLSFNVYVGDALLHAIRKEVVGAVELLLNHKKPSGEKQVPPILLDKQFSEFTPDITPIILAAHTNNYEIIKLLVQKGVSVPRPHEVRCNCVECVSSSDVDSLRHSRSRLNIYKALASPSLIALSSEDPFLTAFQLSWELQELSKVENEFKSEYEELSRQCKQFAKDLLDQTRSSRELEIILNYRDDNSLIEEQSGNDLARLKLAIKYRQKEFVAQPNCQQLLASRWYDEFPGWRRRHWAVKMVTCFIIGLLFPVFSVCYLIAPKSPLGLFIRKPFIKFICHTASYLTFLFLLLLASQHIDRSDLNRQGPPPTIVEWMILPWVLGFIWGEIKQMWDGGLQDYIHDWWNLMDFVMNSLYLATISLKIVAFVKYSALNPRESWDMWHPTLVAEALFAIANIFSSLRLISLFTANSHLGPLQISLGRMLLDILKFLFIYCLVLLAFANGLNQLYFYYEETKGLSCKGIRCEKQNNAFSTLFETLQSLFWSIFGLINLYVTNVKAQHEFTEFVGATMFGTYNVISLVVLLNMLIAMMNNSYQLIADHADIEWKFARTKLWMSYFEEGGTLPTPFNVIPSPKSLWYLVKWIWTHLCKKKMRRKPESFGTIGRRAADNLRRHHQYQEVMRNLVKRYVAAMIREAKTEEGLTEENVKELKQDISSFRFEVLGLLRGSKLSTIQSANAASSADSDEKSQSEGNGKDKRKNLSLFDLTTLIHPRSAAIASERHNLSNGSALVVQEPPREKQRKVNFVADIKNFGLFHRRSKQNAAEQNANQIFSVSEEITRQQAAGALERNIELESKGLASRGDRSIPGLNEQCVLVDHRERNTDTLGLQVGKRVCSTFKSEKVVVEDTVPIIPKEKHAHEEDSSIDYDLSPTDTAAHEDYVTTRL
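System: stable TRPC4beta/mu-opioid receptor HEK293 cells; Dosing: single-point compound dosing; Measured by: Fluo4 Ca2+ flux fluorescence; Read-out basis: per-well B score of integrated baseline-normalized Fluo4 ratio.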
PolyA inh: yeast polyadenylation inhibition; S. cerevisiae SKY197-pL101 polyadenylation reporter, beta-gal luminescence; efflux-impaired pdr1/pdr3 knockout yeast; score 100 = 6 SD above DMSO; calls only at 12 µM; actives 0.02% (n = 300,000); AID 1875;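 active = lowest replicate activity score at least 50, where 100 means six control SD above control mean; inconclusive = lowest score under 50 but half or more replicates reach 50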;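 note: yeast exposed to compound for 9 h at 30 °C; higher score means more reporter readthrough which indicates perturbed polyadenylation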
MrgX1 antagonist: human MrgX1 receptor antagonism, primary screen; B-score at 10 µM; MRGX1-HEK293 calcium flux, Fluo-4, BAM8-22 antagonism; stronger effect = lower value; Q96LB2; actives 1.3% (n = 310,000);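 active = calcium-response B-score plate-corrected more than 3 library SD below zero, starting fluorescence within 5 deviations, no agonist response on first addition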;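 note: peak minus trough fluorescence over baseline after final BAM8-22 challenge near maximal dose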
TRPC4 PAM: allosterically enhances the mouse TRPC4 cation channel | HEK293 TRPC4beta/mu-opioid, DAMGO EC20, Fluo-4 Ca2+ flux; stronger effect = higher value | B-score at 10 µM | actives 0.42% (n = 310,000);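 active = B-score of calcium response area above 5 SD of library B-scores, with initial fluorescence ratio within 5 SD of library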;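 note: B-score of integrated fluorescence ratio over time as area under calcium response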
AI-2 QS mod: modulators of Vibrio harveyi AI-2 quorum sensing system; Vibrio harveyi JMH597 AI-2 luminescence/OD600 ratio, 9 h; stronger effect = lower value; strain lacks LuxN and CqsS sensors; 0 = neutral-control median; activity change, % at 7.5 µM; actives 0.4% (n = 300,000); AID 2094; in the data active = activity change below about -75%, passing the limit was not always enough; inconclusive = no clear call, values can overlap the other calls;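 note: luminescence divided by OD600 gain over 9 h not by final OD600 alone; inactives centre near 13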
TRPC6 inh: mouse TRPC6 channel inhibition; HEK293-TRPC6, membrane potential dye, ACh-evoked depolarization; stronger effect = lower value; B-score at 10 µM; actives 1.1% (n = 310,000);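 active = B-score under library mean minus 3 SD, initial fluorescence not abnormally high, positive integrated signal ratio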;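 note: B-score derived from integrated fluorescence ratio over the kinetic read; more negative B-score means stronger inhibition of depolarization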
TRPC6 act: mouse TRPC6 channel activation. actives 0.13% (n = 310,000). HEK293-TRPC6 membrane potential dye fluorescence; stronger effect = higher value. B-score at 10 µM. Q61143. AID 2550;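 active = B-score of the integrated fluorescence ratio above library mean plus 3 SD, and starting fluorescence ratio within library mean plus 5 SD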;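 note: higher score means more depolarization so channel activation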
TRPC4 agonist: activators of mouse TRPC4 channel; Q9QUQ5; HEK293 TRPC4beta/mu-opioid, Fluo4 calcium fluorescence; stronger effect = higher value; B-score at 10 µM; actives 0.49% (n = 310,000);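 active = B-score above 5 SD of library B-scores, and initial fluorescence ratio not above library mean plus 5 SD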;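 note: positive B-score marks a calcium rise read as TRPC4 activation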
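Incubation: 45 min room-temperature Fluo4 loading, 110 s read / System: HEK293 cells stably co-expressing mouse TRPC4beta and mu-opioid receptor / Signal: Fluo4 fluorescence, kinetic / Control set: buffer (low) and maximal DAMGO (high) / Measure: integrated baseline-normalised fluorescence ratio, converted to per-well B score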
MrgX1 PAM: allosterically activates human MrgX1 receptor signaling | Q96LB2 | MrgX1-HEK293, Fluo-4 calcium flux, FDSS; stronger effect = higher value | B-score at 10 µM | actives 0.63% (n = 310,000) | AID 588675;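 active = plate-corrected calcium response at least 3 library SD above typical, normal starting fluorescence, not activating the receptor alone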;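 note: compound read alongside a low EC10 to EC30 dose of BAM8-22 agonist; peak minus trough fluorescence over baseline measured at the second addition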
HIF activator: HIF pathway transcriptional activation | U2OS HRE-luciferase reporter, luminescence; normalized: DMSO 0%, desferrioxamine 100% | activation, % at 7.5 µM (by protocol) | actives 0.32% (n = 300,000);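 active = mean activation of at least 10% of the iron chelator positive control signal, with at least half of replicates also reaching 10%; inconclusive = mean and replicate majority disagree about reaching 10%; inactive = mean and most replicates under 10%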
MrgX1 agonist: human MrgX1 receptor agonism, primary screen | actives 0.44% (n = 310,000) | B-score at 10 µM | Q96LB2 | MrgX1-HEK293 cells, Fluo-4 calcium fluorescence, agonist mode; stronger effect = higher value;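 active = calcium response B-score plate-corrected fluorescence ratio at least 3 library SD, with starting fluorescence B-score inside 5 SD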
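Material: HEK293 cells stably expressing human MrgX1 receptor | Quantity: 15,000 cells per well | Times: Cells plated overnight, dye loaded 0.5 h 37 °C, 0.5 h room temperature | Measured by: Kinetic Fluo-4 NW fluorescence of intracellular calcium | Control set: Positive and negative controls per plate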
* = called active by the depositor.

Screening CCOC(=O)C(C)Oc1cccc2c(=O)n(CC(=O)NCc3ccc4c(c3)OCO4)ccc12 (stereo not given) returned TRPC4 inh inactive, PolyA inh inactive, MrgX1 antagonist inactive, TRPC4 PAM inactive, AI-2 QS mod 32, TRPC6 inh inactive, TRPC6 act inactive, TRPC4 agonist inactive, MrgX1 PAM inactive, HIF activator 0.2 and MrgX1 agonist inactive.
`Cc1cccc(N2CCN(C(=O)c3cn(C)c(=O)c4c3c3ccccc3n4C)CC2)c1C` gave TRPC4 inh inactive, PolyA inh inactive, MrgX1 antagonist inactive, TRPC4 PAM inactive, AI-2 QS mod -2, TRPC6 inh inactive, TRPC6 act inactive, TRPC4 agonist inactive, MrgX1 PAM 9.5*, HIF activator 1.2 and MrgX1 agonist inactive.
Cc1ccc([N+](=O)[O-])cc1S(=O)(=O)N1CCCC1 was read as TRPC4 inh inactive, PolyA inh inactive, MrgX1 antagonist inactive, TRPC4 PAM inactive, AI-2 QS mod 15, TRPC6 inh inactive, TRPC6 act inactive, TRPC4 agonist inactive, MrgX1 PAM inactive, HIF activator 0.8 and MrgX1 agonist inactive.
For CCOc1ccccc1C(=O)NCCC(=O)O the results were TRPC4 inh inactive, PolyA inh inactive, MrgX1 antagonist inactive, TRPC4 PAM inactive, AI-2 QS mod 24, TRPC6 inh inactive, TRPC6 act inactive, TRPC4 agonist inactive, MrgX1 PAM inactive, HIF activator -0.1 and MrgX1 agonist inactive.
Screening O=[N+]([O-])c1ccc(O)c(/C=N\N=C2c3ccccc3-c3ccccc32)c1 returned TRPC4 inh inactive, PolyA inh inactive, MrgX1 antagonist inactive, TRPC4 PAM inactive, AI-2 QS mod 18, TRPC6 inh inactive, TRPC6 act inactive, TRPC4 agonist inactive, MrgX1 PAM inactive, HIF activator 0.2 and MrgX1 agonist inactive.
Screening O=C(NCC(=O)N(c1ccc2c(c1)OCO2)C(C(=O)NC1CCCC1)c1cccs1)c1ccco1 (stereo not given) returned TRPC4 inh inactive, PolyA inh inactive, MrgX1 antagonist inactive, TRPC4 PAM inactive, AI-2 QS mod 17, TRPC6 inh inactive, TRPC6 act inactive, TRPC4 agonist inactive, MrgX1 PAM inactive, HIF activator -1.8 and MrgX1 agonist inactive.
Screening CN(C)c1nc(SCC#N)nc(N(C)C)n1 returned TRPC4 inh inactive, PolyA inh inactive, MrgX1 antagonist inactive, TRPC4 PAM inactive, AI-2 QS mod 6, TRPC6 inh inactive, TRPC6 act inactive, TRPC4 agonist inactive, MrgX1 PAM inactive, HIF activator 0.6 and MrgX1 agonist inactive.
For CCOc1ccc(N(CC(=O)N2CC=C(c3ccccc3)CC2)S(=O)(=O)c2c(C)noc2C)cc1 the results were TRPC4 inh inactive, PolyA inh inactive, MrgX1 antagonist inactive, TRPC4 PAM inactive, AI-2 QS mod 19, TRPC6 inh inactive, TRPC6 act inactive, TRPC4 agonist inactive, MrgX1 PAM inactive and MrgX1 agonist inactive.
Screening CN1CCN(C(=O)COCc2cc(-c3ccc4c(c3)OCO4)on2)CC1 returned TRPC4 inh inactive, PolyA inh inactive, MrgX1 antagonist inactive, TRPC4 PAM inactive, AI-2 QS mod 14, TRPC6 inh inactive, TRPC6 act inactive, TRPC4 agonist inactive, MrgX1 PAM inactive, HIF activator 1.4 and MrgX1 agonist inactive.
For Cc1cc2cc(CNC(=O)Cc3ccc([N+](=O)[O-])cc3)ccc2[nH]1 the results were TRPC4 inh inactive, PolyA inh inactive, MrgX1 antagonist inactive, TRPC4 PAM inactive, AI-2 QS mod 23, TRPC6 inh inactive, TRPC6 act inactive, TRPC4 agonist inactive, MrgX1 PAM inactive, HIF activator -0.2 and MrgX1 agonist inactive.
N#CC(=C=[N-])c1nc2ccccc2nc1-[n+]1cccc(NC(=O)c2ccc(F)cc2)c1 was read as TRPC4 inh inactive, PolyA inh inactive, MrgX1 antagonist inactive, TRPC4 PAM inactive, AI-2 QS mod 30, TRPC6 inh inactive, TRPC6 act inactive, TRPC4 agonist inactive, MrgX1 PAM inactive, HIF activator inconclusive and MrgX1 agonist inactive.
Screening Cc1ccc2[nH]c(=O)c(C(c3nnnn3C(C)(C)C)N3CCN(C(=O)c4ccco4)CC3)cc2c1 (stereo not given) returned TRPC4 inh inactive, PolyA inh inactive, MrgX1 antagonist inactive, TRPC4 PAM inactive, AI-2 QS mod 16, TRPC6 inh inactive, TRPC6 act inactive, TRPC4 agonist inactive, MrgX1 PAM inactive, HIF activator -0.2 and MrgX1 agonist inactive.
`CN(C)c1ccc(N/C=C/C(=O)c2ccc(F)cc2)cc1` gave TRPC4 inh inactive, PolyA inh inactive, MrgX1 antagonist inactive, TRPC4 PAM inactive, AI-2 QS mod 5, TRPC6 inh inactive, TRPC6 act inactive, TRPC4 agonist inactive, MrgX1 PAM inactive, HIF activator 2.7 and MrgX1 agonist inactive.
`CC(O)CNC(=O)Cc1cc(=O)[nH]c(=O)[nH]1` (stereo not given) gave TRPC4 inh inactive, PolyA inh inactive, MrgX1 antagonist inactive, TRPC4 PAM inactive, AI-2 QS mod 2, TRPC6 inh inactive, TRPC6 act inactive, TRPC4 agonist inactive, MrgX1 PAM inactive, HIF activator -0.1 and MrgX1 agonist inactive.
Cc1cc(N)c(NC2=CC(=O)CC(C)(C)C2)cc1C was read as TRPC4 inh inactive, PolyA inh inactive, MrgX1 antagonist inactive, TRPC4 PAM inactive, AI-2 QS mod -4, TRPC6 inh inactive, TRPC6 act inactive, TRPC4 agonist inactive, MrgX1 PAM inactive, HIF activator 3.4 and MrgX1 agonist inactive.
For CCCOC(=O)c1ccc(OCC(O)Cn2c(C)nc3ccccc32)cc1 (stereo not given) the results were TRPC4 inh inactive, PolyA inh inactive, TRPC4 PAM inactive, AI-2 QS mod 22, TRPC6 inh inactive, TRPC6 act inactive, TRPC4 agonist inactive and HIF activator 0.5.
`O=C(c1ccccc1)c1ccc2nc(-c3ccc(NC(=O)c4ccccc4F)cc3)[nH]c2c1` gave TRPC4 inh inactive, PolyA inh inactive, MrgX1 antagonist inactive, TRPC4 PAM inactive, AI-2 QS mod -4, TRPC6 inh inactive, TRPC6 act inactive, TRPC4 agonist inactive, MrgX1 PAM inactive, HIF activator 0.4 and MrgX1 agonist inactive.
`O=C(NNC(=S)NC1CCCCC1)c1cccs1` gave TRPC4 inh inactive, PolyA inh inactive, MrgX1 antagonist inactive, TRPC4 PAM inactive, AI-2 QS mod 7, TRPC6 inh inactive, TRPC6 act inactive, TRPC4 agonist inactive, MrgX1 PAM inactive, HIF activator 0.7 and MrgX1 agonist inactive.
`COc1ccccc1C(=O)C1CCCN(C(=O)CCC(=O)c2ccccc2)C1` (stereo not given) gave TRPC4 inh inactive, PolyA inh inactive, MrgX1 antagonist inactive, TRPC4 PAM inactive, AI-2 QS mod 17, TRPC6 inh inactive, TRPC6 act inactive, TRPC4 agonist inactive, MrgX1 PAM inactive, HIF activator 1.0 and MrgX1 agonist inactive.
`CCOC(=O)c1c[nH][nH]c1=O` gave TRPC4 inh inactive, PolyA inh inactive, MrgX1 antagonist inactive, TRPC4 PAM inactive, AI-2 QS mod 0, TRPC6 inh inactive, TRPC6 act inactive, TRPC4 agonist inactive, MrgX1 PAM inactive, HIF activator -1.7 and MrgX1 agonist inactive.
For CSCC(=O)NC1CCCc2c1cnn2-c1ccc(C)c(C)c1 (stereo not given) the results were TRPC4 inh inactive, PolyA inh inactive, MrgX1 antagonist inactive, TRPC4 PAM inactive, AI-2 QS mod -2, TRPC6 inh inactive, TRPC6 act inactive, TRPC4 agonist inactive, MrgX1 PAM inactive, HIF activator 3.8 and MrgX1 agonist inactive.
`CC(NC(=O)c1ccc2c(c1)C(=O)N(Cc1cccnc1)C2=O)c1ccccc1` (stereo not given) gave TRPC4 inh inactive, PolyA inh inactive, MrgX1 antagonist inactive, TRPC4 PAM inactive, AI-2 QS mod 3, TRPC6 inh inactive, TRPC6 act inactive, TRPC4 agonist inactive, MrgX1 PAM inactive, HIF activator -0.3 and MrgX1 agonist inactive.
CCc1c(C)n([O-])c2c([n+]1=O)CCCCC2 was read as TRPC4 inh inactive, PolyA inh inactive, MrgX1 antagonist inactive, TRPC4 PAM inactive, AI-2 QS mod 9, TRPC6 inh inactive, TRPC6 act inactive, TRPC4 agonist inactive, MrgX1 PAM inactive, HIF activator 1.0 and MrgX1 agonist inactive.
`O=C(Nc1nnc(CCOCCOCCc2nnc(NC(=O)c3ccco3)s2)s1)c1ccco1` gave TRPC4 inh inactive, PolyA inh inactive, MrgX1 antagonist inactive, TRPC4 PAM inactive, AI-2 QS mod 23, TRPC6 inh inactive, TRPC6 act inactive, TRPC4 agonist inactive, MrgX1 PAM inactive, HIF activator 0.2 and MrgX1 agonist inactive.
`CCOc1ccccc1CN1CCCC(C(=O)Nc2cccc(-n3cccn3)c2)C1` (stereo not given) gave TRPC4 inh inactive, PolyA inh inactive, MrgX1 antagonist inactive, TRPC4 PAM inactive, AI-2 QS mod 14, TRPC6 inh inactive, TRPC6 act inactive, TRPC4 agonist inactive, MrgX1 PAM inactive, HIF activator -0.2 and MrgX1 agonist inactive.
For Cc1cc(=O)n2nc(N3CCCC3C(=O)Nc3cccc(F)c3)sc2n1 (stereo not given) the results were TRPC4 inh inactive, PolyA inh inactive, MrgX1 antagonist inactive, TRPC4 PAM inactive, AI-2 QS mod 30, TRPC6 inh inactive, TRPC6 act inactive, TRPC4 agonist inactive, MrgX1 PAM inactive, HIF activator 0.2 and MrgX1 agonist inactive.
For CC(=O)CCC1CC(c2ccc(Cl)cc2)=NO1 (stereo not given) the results were TRPC4 inh inactive, PolyA inh inactive, MrgX1 antagonist inactive, TRPC4 PAM inactive, AI-2 QS mod 9, TRPC6 inh inactive, TRPC6 act inactive, TRPC4 agonist inactive, MrgX1 PAM inactive, HIF activator 0.3 and MrgX1 agonist inactive.

Only part of the results is shown; the hit share may differ from the screen's.
